Source: PubChem BioAssay (National Center for Advancing Translational Sciences (NCATS))
L3MBTL1 inh: L3MBTL1 (human) inhibition; AlphaScreen L3MBTL1–H3K9me1 peptide binding; actives 0.66% (n = 230,000); Potency, µM (doses to about 57.1 µM), for inactives: at the top dose activity, negative = inhibition, usual class: inhibitors; Q9Y468; note: potency is the fitted concentration of half-maximal effect; % is set by controls: 0 for no effect and ±100 for the full control effect; nearly all actives have a fitted effect of over 60% in size
Target sequence (Q9Y468 whole entry, looked up): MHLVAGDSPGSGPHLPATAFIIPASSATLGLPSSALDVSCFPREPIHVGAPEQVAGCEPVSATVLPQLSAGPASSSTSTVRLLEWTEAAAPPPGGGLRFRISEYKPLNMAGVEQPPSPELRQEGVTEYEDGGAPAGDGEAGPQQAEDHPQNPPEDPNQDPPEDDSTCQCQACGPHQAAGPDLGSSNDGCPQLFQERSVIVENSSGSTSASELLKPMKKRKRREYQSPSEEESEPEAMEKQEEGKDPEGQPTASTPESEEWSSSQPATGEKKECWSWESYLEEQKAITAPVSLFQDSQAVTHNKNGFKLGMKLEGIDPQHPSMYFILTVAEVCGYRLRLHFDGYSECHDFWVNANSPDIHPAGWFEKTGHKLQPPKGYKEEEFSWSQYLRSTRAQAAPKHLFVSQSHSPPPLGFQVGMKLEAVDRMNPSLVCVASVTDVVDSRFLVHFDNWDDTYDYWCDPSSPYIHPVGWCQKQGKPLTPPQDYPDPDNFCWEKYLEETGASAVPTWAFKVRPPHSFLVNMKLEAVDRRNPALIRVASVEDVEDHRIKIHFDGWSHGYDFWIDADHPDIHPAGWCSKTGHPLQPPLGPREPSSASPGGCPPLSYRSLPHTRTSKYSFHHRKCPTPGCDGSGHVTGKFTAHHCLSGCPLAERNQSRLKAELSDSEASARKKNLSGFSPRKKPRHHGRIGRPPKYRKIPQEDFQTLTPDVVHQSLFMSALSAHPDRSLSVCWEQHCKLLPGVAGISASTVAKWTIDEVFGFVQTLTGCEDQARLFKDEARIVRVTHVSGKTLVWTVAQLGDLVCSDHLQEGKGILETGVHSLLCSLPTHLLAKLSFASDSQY
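Displacement of a biotinylated histone H3(1-15) peptide monomethylated at Lys9 (75 nM) from L3MBTL1 (50 nM) was measured by AlphaScreen after a 30 min room-temperature compound incubation; cefsulodin titration served as intraplate control.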
HttQ103 aggreg: inhibitors of mutant huntingtin aggregate formation in PC12 cells; PC12 HttQ103-GFP aggregates, Acumen cytometry, 40 h; Potency, µM (series often up to 46.1 µM), inactives show at the top dose activity change, negative = inhibition, usual class: inhibitors; actives 1.1% (n = 220,000); AID 1688; note: potency is the fitted concentration of half-maximal effect; % is set by controls: 0 for no effect and ±100 for the full control effect; nearly all actives have a fitted effect of over 60% in size
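PC12/HTTQ103-GFP, ecdysone-inducible; teb 100 nM; cpd qHTS titration; GFP aggregates read on laser cytometer, Ex 488/Em 500-530 nm.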
NPSR antag: neuropeptide S receptor (human) antagonism, cAMP. Potency, µM (top dose mostly 38.3 µM), without a hit: at the highest dose activity change, negative = inhibition, actives largely listed as inhibitors. AID 1461. CHO-NPSR cells, cAMP TR-FRET, antagonist mode. actives 1% (n = 220,000). Q6W5P4; note: potency is the fitted concentration of half-maximal effect; % is set by controls: 0 for no effect and ±100 for the full control effect; nearly all actives have a fitted effect of over 50% in size; many of its hits are not listed in these tables
IMPase Li cell: cell-permeable IMPase inhibitors with lithium potentiation | CHO-M1 cells, IP1 TR-FRET (IP-One), carbachol + lithium | Potency, µM (series often up to 59.4 µM), inactives show at the highest dose activity, negative = IMPase inhibition, actives largely listed as inhibitors | actives 0.35% (n = 210,000) | AID 1457;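 note: IP1 builds up when IMPase is blocked and the TR-FRET signal falls; potency is the fitted concentration of half-maximal effect; plate controls were basal vehicle for no effect and high inhibitor control for full effect; nearly all actives have a fitted effect of over 50% in size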
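Lithium-sensitised IP1 accumulation assay; M1-expressing CHO cells treated 30 min at 37C with compound. Competitive antibody detection by time-resolved FRET followed a 10 min room-temperature lysis step.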
Epigenetic derep: derepresses silenced GFP reporter in murine cells; Potency, µM (series often up to 53.9 µM), for the others: at the top dose GFP activation, usual class: activators; actives 0.2% (n = 280,000); murine LDR cells, GFP reporter derepression, 30 h; AID 1865; note: potency is the fitted concentration of half-maximal effect; % of control where 0% means no effect; nearly all actives have a fitted effect of over 60% in size
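GFP-positive cell count by laser-scanning cytometry (objects 20–120 um) after 30 h, 37 C compound exposure of murine LDR cells; reporter is CMV-GFP integrated at a silenced locus, inducible by HDAC or DNMT inhibitors.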
KinaseGlo FLuc: blocks Kinase-Glo luciferase, a counter-screen artifact; Q27757; Kinase-Glo luciferase, ATP luminescence, 8 min; Potency, µM (doses to about 38.3 µM), without a hit: top-dose activity change, negative = inhibition, actives largely listed as inhibitors; actives 0.28% (n = 200,000); note: potency is the fitted concentration of half-maximal effect; % is set by controls: 0 for no effect and ±100 for the full control effect; nearly all actives have a fitted effect of over 60% in size
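Substrate mix (final 50 mM imidazole pH 7.2, 50 mM KCl, 7 mM MgCl2, 10 uM ATP, 0.01% Tween 20, 0.05% BSA) plus pin-tool compound, then Kinase-Glo detection mix; 8 min ambient, luminescence read.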
CBFb RUNX1 block: inhibitors of human CBF-beta and RUNX1 interaction. AlphaScreen CBFb-His/RUNX1-biotin binding, biochemical. Potency, µM (highest dose often 59.8 µM), inactives show at the highest dose activity, negative = inhibition, usual class: inhibitors. 230,000 tested, under 10 active. AID 1477; note: % of control where 0% means no effect
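Room-temperature protein-protein interaction test with 30 nM each of His-tagged CBF-beta and biotinylated RUNX1, 15 min with compound, then 90 min with nickel plus streptavidin beads. Signal read in AlphaScreen mode.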
* = called active by the depositor; ? = inconclusive; nt = no result given; [ ] = dose if it differs, or a comment. Calls come from the whole dose curve; as a rule, active = well fitted curve in the direction sought with a large enough effect; inconclusive = small, poorly fitted or top-dose-only effect, or another doubt; inactive = no such curve, though single readings can be large; an effect the other way counts as inactive or inconclusive. Only part of the results is shown. The share of hits here may be higher or lower than overall.

entry | canonical_smiles | L3MBTL1 inh | HttQ103 aggreg | NPSR antag | IMPase Li cell
1 | CC(C)CCNC(=O)C(=O)NCc1ccccc1 | 55%[activator] | -2%[9.22 µM] | -22% | nt
2 | CCN(CC)c1ccc(C(=O)NN)cc1 | nt | 5% | 12% | -1%
3 | N=c1ccn(Cc2c(Cl)cccc2Cl)cc1 | 9% | -16%[9.22 µM] | 8% | nt
4 | CCC(C)(C)C1CCc2c(sc(NC(=O)c3cccs3)c2C(N)=O)C1 (stereo unspecified) | nt | -1% | -7%[46.1 µM] | 21%[38.3 µM]
5 | Cc1c(Cl)cccc1NC(=O)CSc1nnc(CCNC(=O)OC(C)(C)C)o1 | 6% | 8% | -8%[46.1 µM] | -3%[38.3 µM]
6 | COc1ccc(C[C@H]2CN3C(=NC[C@@H]3C(C)C)N2C[C@H](C)NC(=O)c2ccc(C)c(Br)c2)cc1 | -8% | -12%[9.22 µM] | 24% | -4%
7 | CC(C(=O)Nc1ccc2c(c1)OCCO2)N(C)Cc1c(F)cccc1Cl (stereo unspecified) | -2% | ? | -25% | 11%
8 | COc1ccc(C2N(c3cccc(Cl)c3)C(=O)C3CCCN32)cc1 (stereo unspecified) | -3% | 3% | 5%[46.1 µM] | 16%[38.3 µM]
9 | COC(=O)C1=C(N)Oc2cc(C)n(CCCn3ccnc3)c(=O)c2C1c1cccc(Cl)c1 (stereo unspecified) | nt | 8% | -4%[46.1 µM] | 26%[38.3 µM]
10 | CC1CCN(C(=O)CN(C)S(=O)(=O)c2cccc3nsnc23)CC1 | 6% | -18% | -8%[46.1 µM] | 1%[38.3 µM]
11 | CCc1ccc(C(=O)COC(=O)[C@@H](NC(N)=O)[C@@H](C)CC)cc1 | 7%[11.4 µM] | 16% | 0% | 4%
12 | Cn1c(C(=O)N2CCCC2)cc2c(=O)n(C)c3ccccc3c21 | nt | -8% | -6%[46.1 µM] | 0%[38.3 µM]
13 | CN1CCN(CC(O)COc2ccc(OCC(O)CN3CCN(C)CC3)cc2)CC1 (stereo unspecified) | 2% | 0% | 14% | 10%
14 | CCC(=O)NC(c1cccs1)c1cc([N+](=O)[O-])c2cccnc2c1O (stereo unspecified) | 10µM* | ? | 8% | -1%
15 | COc1cc(S(=O)(=O)Nc2ccccc2)ccc1NC=O | nt | ? | -5%[46.1 µM] | 16%[38.3 µM]

entry | Epigenetic derep | KinaseGlo FLuc | CBFb RUNX1 block
1 | 0.0% | nt | -1%
2 | 0.1% | 7% | 5%
3 | 0.3% | nt | 2%
4 | 0.8% | 0% | 2%
5 | -0.2% | -1% | 5%
6 | -1.3% | nt | 4%
7 | -1.3% | -2% | -8%
8 | 0.0% | 0% | 2%
9 | 0.0% | 0% | 4%
10 | 1.0% | 4% | -3%
11 | -0.1% | -1% | 7%
12 | -0.2% | 18% | 0%
13 | -0.1% | 2% | 1%
14 | 0.0% | -4% | nt
15 | 3.5% | 15% | 1%

Other compounds.
entry | canonical_smiles | L3MBTL1 inh | HttQ103 aggreg | NPSR antag | IMPase Li cell
16 | O=C(NCCCN1CCCC1=O)c1ccc2c(=O)n(Cc3ccco3)c(=S)[nH]c2c1 | -15% | 5% | -10%[46.1 µM] | -5%
17 | Cn1c(=O)c2c(nc(SCC(=O)NCc3ccc4c(c3)OCO4)n2Cc2ccc(F)cc2)n(C)c1=O | -1% | -10% | -18%[46.1 µM] | 51%[activator]
18 | O=C(Nc1ccc2[nH]ccc2c1)c1ccc(F)cc1 | -5% | 3%[9.22 µM] | -5% | nt
19 | COCc1[nH][nH]c(=O)c1/C=N/N1CCOCC1 | 12% | -12% | 0% | -6%
20 | N/C(Cc1ccc(Cl)cc1)=N\OC(=O)C1CCCCC1 | 18% | -1% | 23% | 0%
21 | CC(C)COc1ccc(C(=O)Nc2ccc(SC(F)F)cc2)cc1 | 7% | 19% | 8% | 0%
22 | CCOC(=O)NC(C)N1C(=O)C2C3C=CC(C3)C2C1=O (stereo unspecified) | nt | -18% | 11% | 0%
23 | CC(=O)Nc1ccnc(-c2cccnc2)n1 | 11% | -3% | -4%[46.1 µM] | 19%[38.3 µM]
24 | CC(C)OCC(O)CN1CCNCC1 (stereo unspecified) | 2% | 4% | -5%[46.1 µM] | -6%[38.3 µM]
25 | O=C1C2CC=CCC2C(=O)N1Cc1nnc(-c2ccccc2Br)o1 (stereo unspecified) | -2% | 9%[9.22 µM] | -9% | nt
26 | O=C(NC(=S)Nc1ccc(F)c([N+](=O)[O-])c1)c1ccccc1F | -11% | -11% | -18% | -4%
27 | Oc1ccccc1/C=N/Nc1nccnc1Cl | nt | ? | 5%[46.1 µM] | 37%[38.3 µM]
28 | Cc1ccccc1CSCC(=O)Nc1ccccc1-c1ccccc1 | 38%[activator] | -1% | -20%[46.1 µM] | 15%
29 | Cc1ccc(C)c(OCCn2cc(/C=C(/C#N)C(=O)NCC3CCCO3)c3ccccc32)c1 (stereo unspecified) | -8% | 2% | -41% | 10%
30 | CCOc1ccc(NS(=O)(=O)c2ccc(SC)cc2)cc1 | 0% | -22% | -7%[46.1 µM] | 0%

entry | Epigenetic derep | KinaseGlo FLuc | CBFb RUNX1 block
16 | -2.0% | 0% | 4%
17 | 2.3% | -12% | 9%
18 | -1.3% | nt | 8%
19 | -0.5% | 1% | -5%
20 | 5.1% | 0% | -6%
21 | 0.0% | -1% | 4%
22 | -0.3% | -1% | -3%
23 | 0.0% | -2% | 2%
24 | 1.1% | -1% | -1%
25 | -0.6% | nt | -1%
26 | 3.2% | 1% | 7%
27 | 0.8% | ? | nt
28 | 0.0% | -1% | ?
29 | 7.6% | 1% | -14%
30 | -1.0% | 1% | 20%

Remaining list, next part.
entry | canonical_smiles | L3MBTL1 inh | HttQ103 aggreg | NPSR antag | IMPase Li cell
31 | CSc1ccc(S(=O)(=O)Nc2ccc(NC(C)=O)cc2)cc1 | -1% | 1% | -9%[46.1 µM] | -1%[38.3 µM]
32 | O=C1C2=C(CCCC2)C(=O)N1CNc1ccccc1 | 4% | -8%[9.22 µM] | -15% | nt
33 | CCCCC[C@H](O)/C=C/[C@@H]1[C@@H](C/C=C\CCCC(=O)OC)[C@@H](O)C[C@H]1O | ? | 17% | 16% | 7%
34 | Cc1cc(NC(=O)c2cnn3c(C(F)F)cc(-c4ccccc4)nc23)no1 | -4% | -4% | -6%[7.67 µM] | 23%[38.3 µM]
35 | N#Cc1ccc(C(=O)Nc2nnc(-c3ccco3)o2)cc1 | -7% | ? | -8% | -10%
36 | CC(C)c1cc(-c2cc(C(=O)NCc3ccccc3)on2)nc(NCC2CC2)n1 | nt | 0%[9.22 µM] | ? | nt
37 | O=C(Cn1cnc2c(nnn2Cc2ccc(F)cc2)c1=O)N1CCCc2ccccc21 | -4% | -3% | -2% | 5%
38 | CCc1sc(C(=O)Nc2ccccc2N2CCOCC2)cc1C | -1% | 11% | -31% | 15%
39 | COC(=O)CN(n1cnnc1)S(=O)(=O)c1ccccc1Cl | nt | 7% | 4%[46.1 µM] | 26%[38.3 µM]
40 | CCN(C(=O)c1ccc(Cl)cc1[N+](=O)[O-])c1ccccc1C | -22% | -1% | -18% | 1%
41 | CCOC(=O)C1CCN(Cc2ccccc2C)CC1 | nt | 3% | -6%[46.1 µM] | 59%[activator][38.3 µM]
42 | CCOC(=O)C(NC(=O)Nc1ccc(F)cc1)(OCC)C(F)(F)F (stereo unspecified) | nt | -2% | -3%[46.1 µM] | 24%[38.3 µM]
43 | Cc1cc2ncn(CCOc3ccccc3)c2cc1C | 4% | -15% | -19%[46.1 µM] | 10%[38.3 µM]
44 | COc1ccc(NC(C)=O)cc1NC(=O)CSc1nnc(-c2ccccc2)n1N | nt | -5% | -13%[46.1 µM] | -14%[38.3 µM]
45 | CC(C)C(C)NC(=O)COC(=O)/C=C/c1ccc(S(=O)(=O)N2CCc3ccccc32)cc1 (stereo unspecified) | 10% | 7% | -43% | 5%

entry | Epigenetic derep | KinaseGlo FLuc | CBFb RUNX1 block
31 | 1.3% | 13% | 4%
32 | 0.0% | nt | -6%
33 | 1.0% | 0% | 1%
34 | ? | 1% | 1%
35 | -2.7% | 6% | ?
36 | 1.3% | nt | 22%
37 | -1.0% | 3% | -3%
38 | -3.8% | -3% | 14%
39 | -1.0% | -4% | -2%
40 | -0.6% | 0% | -5%
41 | 0.0% | 0% | 5%
42 | 1.0% | -6% | 5%
43 | -1.2% | -3% | 4%
44 | -0.7% | -2% | 6%
45 | -0.2% | -2% | -8%

Overlap with the part before: 3 entries, followed by the next part.
entry | canonical_smiles | L3MBTL1 inh | HttQ103 aggreg | NPSR antag | IMPase Li cell
43 | Cc1cc2ncn(CCOc3ccccc3)c2cc1C | 4% | -15% | -19%[46.1 µM] | 10%[38.3 µM]
44 | COc1ccc(NC(C)=O)cc1NC(=O)CSc1nnc(-c2ccccc2)n1N | nt | -5% | -13%[46.1 µM] | -14%[38.3 µM]
45 | CC(C)C(C)NC(=O)COC(=O)/C=C/c1ccc(S(=O)(=O)N2CCc3ccccc32)cc1 (stereo unspecified) | 10% | 7% | -43% | 5%
46 | CC(C)C(=O)Nc1ccc(C(=O)Nc2nnc(C(C)C)s2)cc1 | 7% | -10%[9.22 µM] | -5% | -5%
47 | O=[N+]([O-])c1ccccc1/C=N/n1c(-c2cccnc2)n[nH]c1=S | 9% | -9% | -12% | -3%
48 | Cc1nnc(C)n1/N=C/c1ccccn1 | 7% | -6% | 2%[46.1 µM] | 0%[38.3 µM]
49 | Cc1nc2ccccc2c(=O)n1NC(=O)c1c(O)c2ccccc2n(C)c1=O | nt | -19% | -3%[46.1 µM] | 11%[38.3 µM]
50 | O=C(CSc1nnc(SCC(=O)c2ccco2)s1)c1ccco1 | ? | -2% | -6%[46.1 µM] | -6%[38.3 µM]
51 | O=C(Nc1ccccc1)c1ccc(-c2ccccc2C(F)(F)F)o1 | 16% | 14% | -11% | -18%
52 | CCn1c(=N)n(CC(O)COc2cccc(C)c2)c2ccccc21 (stereo unspecified) | 8% | ? | -10%[46.1 µM] | 17%[38.3 µM]
53 | COc1cccc(C(=O)NNC(=O)C(=O)N2CCCCC2)c1 | -3% | nt | 10% | 4%
54 | CCn1cc(C(=O)N2CCc3ccccc3C2)c(=O)c2cc(S(=O)(=O)N3CCCCC3)ccc21 | -4% | 14% | -5% | -2%

entry | Epigenetic derep | KinaseGlo FLuc | CBFb RUNX1 block
43 | -1.2% | -3% | 4%
44 | -0.7% | -2% | 6%
45 | -0.2% | -2% | -8%
46 | 0.0% | -1% | 7%
47 | -1.9% | 4% | -1%
48 | 0.0% | 3% | 11%
49 | -1.0% | -6% | 4%
50 | 0.0% | 1% | 5%
51 | -1.4% | -1% | 14%[2.36 µM]
52 | -1.8% | 1% | 0%
53 | -0.1% | -4% | -3%
54 | 4.8% | -1% | 4%
